Source: PubChem BioAssay (several laboratories)
GSK3A inh – human GSK-3 alpha kinase inhibition. P49840. ADP-Glo luminescence, 60 min. inhibition, % at 10 µM. hit rate 0.1% among 320,000;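 in the data active = inhibition above about 50%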;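 note: GST-tagged GSK-3 alpha with peptide substrate and 25 µM ATP; 0% = DMSO neutral wells and 100% = GW8510 positive control wells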
Target sequence (P49840 whole entry, looked up): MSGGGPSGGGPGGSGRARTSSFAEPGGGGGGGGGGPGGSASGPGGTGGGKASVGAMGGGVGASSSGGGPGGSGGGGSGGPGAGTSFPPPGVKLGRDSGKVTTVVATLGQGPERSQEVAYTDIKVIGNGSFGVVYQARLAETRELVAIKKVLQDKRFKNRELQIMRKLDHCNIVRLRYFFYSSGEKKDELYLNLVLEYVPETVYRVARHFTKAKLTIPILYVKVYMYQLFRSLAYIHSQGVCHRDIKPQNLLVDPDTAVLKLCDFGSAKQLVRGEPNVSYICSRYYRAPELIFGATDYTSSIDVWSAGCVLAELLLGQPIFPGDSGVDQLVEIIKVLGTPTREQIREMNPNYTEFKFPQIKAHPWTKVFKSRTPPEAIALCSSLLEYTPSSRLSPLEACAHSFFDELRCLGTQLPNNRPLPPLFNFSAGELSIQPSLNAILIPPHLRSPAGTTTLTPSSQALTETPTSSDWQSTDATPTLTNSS
Platelet DG rel – modulates dense granule release in human platelets; human platelet-rich plasma, SFLLRN dense granule ATP release, luminescence; hit rate 0.22% among 300,000; AID 1663; inhibition, %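 (compounds screened at 7.5 µM in platelet-rich plasma)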;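 active = mean replicate score, as percent of positive control, at or above 50; inconclusive = mean below 50 but at least one replicate at or above 50; inactive = mean and every replicate below 50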
Dyrk1A ADPGlo – Dyrk1A (rat) kinase inhibition. AID 504441. Q63470. hit rate 0.43% among 310,000. ADP-Glo luminescence, NFATc1 peptide. inhibition, % at 12.5 µM; in the data active = inhibition above about 50%;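 note: plate controls were vehicle with enzyme for no effect and no enzyme for full effect; many of its hits are not listed in these tables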
PolyA inhibitor – blocks polyadenylation in yeast reporter cells | S. cerevisiae SKY197-pL101 polyadenylation reporter, beta-gal luminescence; efflux-impaired pdr1/pdr3 knockout yeast; score 100 = 6 SD above DMSO | calls only at 12 µM | hit rate 0.02% among 300,000;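 active = lowest replicate activity score at least 50, where 100 means six control SD above control mean; inconclusive = lowest score under 50 but half or more replicates reach 50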;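 note: yeast exposed to compound for 9 h at 30 °C; higher score means more reporter readthrough which indicates perturbed polyadenylation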
GSK3B inh – inhibitors of human GSK3beta kinase. P49841. GST-GSK3beta kinase, ADP-Glo luminescence, 60 min; stronger effect = lower value. activity score (negative = inhibition), % at 10 µM. hit rate 0.038% among 300,000;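 active = more than half of replicate wells score below -50%, meaning over 50% inhibition versus plate controls; inconclusive = some replicates but at most half score below -50%; inactive = no replicate scores below -50%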;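 note: 0% = median DMSO wells and -100% = median GW8510 positive control wells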
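Test system: GST-fused GSK3beta enzyme, cell-free | Quantity: 1.6 ng GST-GSK3beta enzyme per well | Reagent: 25 µM ATP with peptide substrate | Schedule: 60 min enzyme reaction, room temperature | Signal: Luminescent ADP-Glo measurement of ADP formed | Read-out basis: Score relative to plate controls | Control set: DMSO and 20 µM GW8510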
HSP90 inh – inhibitors of HSP90 luciferase refolding in rabbit reticulocyte lysate. luciferase refolding luminescence, 3 h. inhibition, % at 5.6 µM. hit rate 0.91% among 290,000. AID 1789;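 active = inhibition above the screen-wide mean plus 3 SD, computed separately per campaign, cut at about 16% in these data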;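 note: 0% = DMSO wells and 100% = 60 µM geldanamycin wells; inhibitors lower the luminescence because luciferase stays unfolded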
HSF1 inh – HSF1 inhibition; activity change, negative = inhibition, % at 7.5 µM (by protocol); hit rate 0.77% among 300,000; NIH3T3-HGL HSE-luciferase, MG132-induced, luminescence 8 h; stronger effect = lower value;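 active = more than half of replicate wells show activity change below -50%, luminescence cut by over half; inconclusive = some wells, but at most half, below -50%; inactive = no replicate well below -50%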;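 note: luciferase reports HSF-1 transcriptional activity via heat shock element; 0% = median of DMSO wells and -100% = zero luminescence signal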
AI-2 QS modul – modulators of Vibrio harveyi AI-2 quorum sensing system; Vibrio harveyi JMH597 AI-2 luminescence/OD600 ratio, 9 h; stronger effect = lower value; strain lacks LuxN and CqsS sensors; 0 = neutral-control median; activity change, % at 7.5 µM; hit rate 0.4% among 300,000; in the data active = activity change below about -75%, passing the limit was not always enough; inconclusive = no clear call, values can overlap the other calls;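 note: luminescence divided by OD600 gain over 9 h not by final OD600 alone; inactives centre near 13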
HDAC3 inhib – inhibitors of human histone deacetylase 3. hit rate 0.15% among 320,000. AID 2718. recombinant HDAC3, fluorogenic peptide/trypsin coupled, fluorescence. O15379. inhibition, % at 8.3 µM; in the data active = inhibition above about 26%, passing the limit was not always enough; inconclusive = no clear call, values can overlap the other calls
Target sequence (O15379 whole entry, looked up): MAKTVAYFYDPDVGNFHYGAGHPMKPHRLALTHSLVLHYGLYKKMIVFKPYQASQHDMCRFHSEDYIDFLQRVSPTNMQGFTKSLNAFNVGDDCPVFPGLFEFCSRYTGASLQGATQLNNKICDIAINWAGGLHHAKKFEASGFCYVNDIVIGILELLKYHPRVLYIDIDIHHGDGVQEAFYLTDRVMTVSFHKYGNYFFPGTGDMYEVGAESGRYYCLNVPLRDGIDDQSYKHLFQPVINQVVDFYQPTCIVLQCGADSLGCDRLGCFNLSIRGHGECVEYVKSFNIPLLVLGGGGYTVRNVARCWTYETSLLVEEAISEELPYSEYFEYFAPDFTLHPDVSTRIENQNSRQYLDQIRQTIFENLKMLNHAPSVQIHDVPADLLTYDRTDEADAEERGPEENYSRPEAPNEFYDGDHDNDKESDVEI
HSF-1 act – increases HSF-1 driven luciferase reporter signal; NIH3T3-HGL HSF-1 luciferase reporter, MG132, 8 h; 100% = twice DMSO control signal; activation, % at 9 µM; hit rate 1.7% among 300,000; AID 504408;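 active = mean replicate activation of at least 50% with a set share of replicates each reaching 50%; inconclusive = only one of those two conditions met; inactive = mean below 50% and too few replicates reaching it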;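 note: 0% = median of the neutral control wells and 100% = twice that signal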
* marks the source's active call; other numbers are inactive results; i = inactive; ? = inconclusive; / = not tested or not shown.

SMILES	GSK3A inh	Platelet DG rel	Dyrk1A ADPGlo	PolyA inhibitor	GSK3B inh	HSP90 inh	HSF1 inh	AI-2 QS modul	HDAC3 inhib	HSF-1 act
CCCN(c1ccc(OCC)cc1)c1ncnc2nc[nH]c12	11	13	8	i	-1	-4	-14	17	6	-15
COc1cccc(N2C(=O)CC(c3c[nH]c4ccccc34)C2=O)c1 (centres undefined)	2	-9	0	i	2	-1	-6	11	-3	18
COC(=O)c1onc(-c2c(OC)cc(OC)cc2OC)c1C(=O)OC	0	-7	-3	i	0	1	-4	6	1	-17
Cc1cccc(CSc2[nH]c(=O)ncc2C)c1	-1	9	-1	i	-2	-1	5	17	-7	14
Cc1ccc(S(=O)(=O)NC(C)(C)CSc2ccccn2)cc1	0	0	-2	i	0	0	1	11	5	-18
COc1cc(C2NC(=S)NC(O)(C(F)(F)F)C2C(=O)c2cccs2)cc(OC)c1O (centres undefined)	10	1	-26	i	0	3	-19	12	7	-12
CCOc1ccc(N2C(=O)CC(SC(=NC)Nc3ccc4c(c3)OCO4)C2=O)cc1 (centres undefined)	-2	-3	3	i	-6	4	-6	17	7	-22
O=S(=O)(/N=C(/Sc1ccccc1)c1ccccc1)c1ccccc1	-1	-2	1	i	1	4	-2	66	-1	4
CCN1C/C(=C/c2ccc(N3CCOCC3)cc2)C(=O)/C(=C/c2ccc(N3CCOCC3)cc2)C1	-1	-6	4	i	1	3	0	67	?	9
CN(C)S(=O)(=O)c1cccc(NC(=O)c2ccc(S(=O)(=O)N3CCCC3)cc2)c1	-1	-1	-2	i	-2	/	-5	16	4	-7
O=C(NCCn1cc(SCc2ccccc2)c2ccccc21)c1c(F)cccc1F	-1	-2	-1	i	1	0	-18	22	/	-34
COC/C=C/C1=CC2=CC(=O)C(C)(O)C(=O)C2=CO1 (centres undefined)	0	3	/	i	1	/	-10	26	3	6
CC(C)S(=O)(=O)N1CCN(c2ccnc3cc(Cl)ccc23)CC1	3	-2	5	i	1	1	-3	23	-1	-3
C[C@]12CC[C@@H]3c4ccc(O)cc4[C@@H](O)C[C@H]3[C@@H]1CC[C@@H]2O	0	3	/	i	3	4	-4	15	1	-12
CCN(CC(=O)Nc1ccc(NC(C)=O)cc1)C(=O)c1cccc(S(=O)(=O)N2CCc3ccccc3C2)c1	2	-30	4	i	-3	/	1	2	8	-17
CC1=C(C(=O)NC(C)C)C2(CCC(C)CC2)OC1=O (centres undefined)	-2	-4	-5	i	0	2	-8	5	5	-11
Cc1ccc(NC(=O)c2sc3ncn(CC(=O)N4CCN(c5ccccn5)CC4)c(=O)c3c2C)cc1Cl	-2	-16	-2	i	-3	3	1	-6	-5	6
O=C(NNc1cc(Cl)ccc1Cl)c1cccnc1Cl	-1	1	-4	i	0	-1	-1	16	3	29
O=C(CN(C(=O)Cn1nnc(-c2ccccc2F)n1)c1cccc2c1CCCC2)NCc1ccccc1	-1	-5	0	i	3	0	-3	28	-1	13
N#Cc1c(-c2ccc(Cl)cc2Cl)nc2n(c1=O)CCS2	-1	4	1	i	-3	-1	-3	15	2	10
CCOC(=O)c1c(C)[nH]c(C(=O)COC(=O)CN2C(=O)C3CCCCC3C2=O)c1C (centres undefined)	1	0	2	i	-1	2	2	24	13	12
COc1ccc(C2NC(=O)N(C)C(C)=C2[N+](=O)[O-])cc1 (centres undefined)	1	-5	/	i	0	2	-4	-5	5	8
Cc1ccnc(NC(=O)CCCNC(=O)c2ccc(Cl)cc2)c1	4	3	19	i	1	/	16	36	-2	14
CN(C)S(=O)(=O)c1ccc(C(=O)OCC2CCCO2)cc1 (centres undefined)	-1	5	1	i	-2	-1	2	-77*	2	11
COc1ccc(C2C(C#N)=C(N)OC3=C2C(=O)CCC3)cc1Cn1nc(C)c([N+](=O)[O-])c1C (centres undefined)	-1	-2	3	i	-7	-3	7	18	-13	10

Following part.
SMILES	GSK3A inh	Platelet DG rel	Dyrk1A ADPGlo	PolyA inhibitor	GSK3B inh	HSP90 inh	HSF1 inh	AI-2 QS modul	HDAC3 inhib	HSF-1 act
CCn1c(SCC(=O)N2CCCCC2C)nnc1-c1ccco1 (centres undefined)	1	2	0	i	2	3	-5	6	-3	3
COc1ccc(CNC(=O)c2ccc(CS(=O)(=O)c3ccc(C)cc3)o2)cc1	-1	16	-5	i	3	2	-3	17	3	-7
O=C(OCc1cccs1)c1ccccc1NS(=O)(=O)c1ccc2c(c1)OCCO2	0	2	-1	i	1	1	-7	22	2	15
O=C(CCCN1C(=O)c2ccccc2C1=O)Nc1ccccc1	-1	-10	17	i	0	3	2	14	0	-6
CCCc1cc(-c2n[nH]c(=S)n2CC)cs1	4	0	4	i	-2	-1	5	37	2	-3
Cc1nnc(SCc2cc(=O)[nH]c(=S)[nH]2)s1	1	3	2	i	2	2	2	17	5	27
COc1ccc(C(CC(=O)N2CCCCC2)C(C)C)cc1 (centres undefined)	-3	/	12	i	0	-2	/	33	2	/
O=C(NNC(=O)c1cccc(Br)c1)Nc1ccc(Cl)cc1	-3	8	-3	i	2	-2	-5	13	-4	-7
Cc1ccc(-n2c(-c3ccc(Br)cc3)c[n+]3c2CCc2ccc4cccnc4c2-3)cc1	14	-9	-4	i	-21	2	6	-32	2	10
Cc1nc(-c2cccnc2)sc1C(N)=O	2	-3	10	i	-6	3	-1	-2	7	6
O=C(CN1C2CCC1CC(NC(=O)C1CC1)C2)NCc1ccccc1 (centres undefined)	-2	-3	3	i	-1	-5	-2	19	3	4
Cc1ccc(-c2cc(C(F)F)n3ncc(C(=O)N4CCc5ccccc54)c3n2)cc1	/	-2	-2	i	0	3	2	27	-2	-5
COC(=O)CN1C(=O)[C@H]2[C@@H](c3ccc(C)o3)N3C(=O)CN(CCO)C(=O)[C@@]3(Cc3ccccc3)[C@H]2C1=O	1	-10	0	i	3	-2	5	14	-5	6
O=C(CCCn1c(=S)[nH]c2ccccc2c1=O)NC1CCCC1	-1	2	4	i	1	-5	-3	31	4	10
COc1cccc(CNC(=O)C(CC(C)C)NC(=O)c2ccccc2C)c1 (centres undefined)	1	-5	/	i	-2	6	-3	8	-3	15
COC(=O)CCn1c(C)cc(C(=O)COc2ccccc2C(N)=O)c1C	0	-15	7	i	0	-3	5	105	-7	-3
Cn1c(SCc2ccccc2F)nc2cccnc21	-2	1	-4	i	1	-1	38	2	-6	63*
CSc1nc(-c2ccc(Cl)cc2)nn1S(=O)(=O)c1ccccc1	2	3	9	i	-1	1	9	11	-4	22
COCCN1CCn2c(nc3cc(NC(=O)c4cccs4)ccc32)C1	2	-2	6	i	-22	-4	0	10	-1	-11
CC(C)CN(C(=O)COC(=O)c1cnccn1)c1c(N)n(Cc2ccccc2)c(=O)[nH]c1=O	-1	13	1	i	-2	/	4	13	/	-5
Cc1ccc(S(=O)(=O)N2CCOCC2)cc1NC(=O)COC(=O)COc1cccc2c1OC(C)(C)C2	-4	-20	6	/	8	/	-6	34	-2	-8
Cc1cc(=O)oc2cc(OCc3ccc(C(=O)OCC(=O)N(C)C4CCS(=O)(=O)C4)cc3)ccc12 (centres undefined)	-1	-1	-8	i	2	2	5	10	0	15
COc1ccc(C(=O)Nc2ccnn2C2CCN(Cc3ccncc3)CC2)cc1	2	5	/	i	3	-3	-5	6	7	0
COc1ccc(NC(=S)Nc2ccc(N(C)C(C)=O)cc2)cc1	7	4	-3	i	4	0	-6	22	0	1
O=C1CC(=O)Nc2cc(S(=O)(=O)Nc3ccc(Cl)c(C(F)(F)F)c3)ccc2N1	6	3	-4	i	-3	6	3	10	5	3

The list goes on:
SMILES	GSK3A inh	Platelet DG rel	Dyrk1A ADPGlo	PolyA inhibitor	GSK3B inh	HSP90 inh	HSF1 inh	AI-2 QS modul	HDAC3 inhib	HSF-1 act
CC(=O)Nc1ccc(NC(=O)CN(c2cc(Cl)ccc2Cl)S(C)(=O)=O)cc1	-3	4	1	i	4	-4	0	2	-1	4
Cc1ccc(NC(=S)N2CCN(c3ccccc3F)CC2)c(C)c1	-1	4	5	i	1	2	-12	6	-6	-1
CCOC(=O)C1=C(CC)OC(N)=C(C#N)C1c1ccc(OC)cc1OC (centres undefined)	-2	-3	0	i	-1	0	11	14	3	1
O=C(COc1ccccc1)NCC(=O)Nc1cccc(S(=O)(=O)NC2=NCCC2)c1	-1	5	-7	i	1	-2	-4	16	1	1
CCN1C(=O)[C@H]2[C@@H](c3ccc(C)cc3)N3C(=O)N(c4ccc(OC)cc4)C(=O)[C@@]3(Cc3ccccc3)[C@H]2C1=O	-4	5	-2	i	0	/	-4	18	-12	4
CCO[C@H]1OC(C(=O)N2CCN(Cc3ccccc3)CC2)=C[C@@H](C2CCCCC2)[C@@H]1CCCO	-1	5	3	i	3	11	3	10	17	-14
N#Cc1ccccc1OCc1nnc(-c2ccccc2Br)o1	-3	9	8	i	-1	2	47	14	-7	83*
CCCCn1c(SCc2cccc([N+](=O)[O-])c2)nc2ccsc2c1=O	1	16	2	i	1	7	5	24	-5	5
O=C(Nc1ccc(N2CCOCC2)c(Cl)c1)c1cc(F)c(F)cc1Cl	-2	1	-12	i	3	9	6	17	-9	4
NC(=O)CNC(=O)[C@@H]1CC2(CC(c3cccc([N+](=O)[O-])c3)=NO2)CN1C(=O)c1ccccc1 (some centres undefined)	1	6	35	i	1	-4	-23	9	-2	-39
CC1(C)C(c2ccccc2)=[N+]([O-])C2(CCCCC2=O)N1O (centres undefined)	2	7	-1	i	-1	-2	-4	6	3	10
O=C1CCCC(=NNC(=O)c2cc3ccccc3cc2O)C1	-1	/	0	/	/	/	-17	/	4	-17
Cc1cccc(CCNC(=O)c2oc3c(C)c(C)ccc3c2C)n1	-1	-2	1	i	1	-7	2	17	7	2
O=C(N/N=C/c1coc2ccc(Cl)cc2c1=O)c1cc(O)cc(O)c1	4	3	9	i	2	-2	5	41	16	19
CCOP(=O)(OCC)C(Nc1cccc([N+](=O)[O-])c1)c1ccc(OC)cc1 (centres undefined)	0	-2	/	i	-2	-2	3	29	-3	2
Cc1ccnc(NC(=O)CN2C(=O)c3ccccc3C2=O)c1	34	-7	3	i	-13	6	-1	-38	?	-7

Gathered by group, those above with bromine.
SMILES	GSK3A inh	Platelet DG rel	Dyrk1A ADPGlo	PolyA inhibitor	GSK3B inh	HSP90 inh	HSF1 inh	AI-2 QS modul	HDAC3 inhib	HSF-1 act
O=C(NNC(=O)c1cccc(Br)c1)Nc1ccc(Cl)cc1	-3	8	-3	i	2	-2	-5	13	-4	-7
Cc1ccc(-n2c(-c3ccc(Br)cc3)c[n+]3c2CCc2ccc4cccnc4c2-3)cc1	14	-9	-4	i	-21	2	6	-32	2	10
N#Cc1ccccc1OCc1nnc(-c2ccccc2Br)o1	-3	9	8	i	-1	2	47	14	-7	83*

Some of the compounds tested; count on the stated rates, not on these rows.
